GALK inh – inhibits human galactokinase; P51570; recombinant GALK, Kinase-Glo ATP luminescence, 1 h; Potency, µM (highest dose often 57.5 µM), inactives show top-dose activity, negative = inhibition, actives largely listed as inhibitors; 44,000 tested, under 10 active;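 also: plate controls were full GALK reaction for no effect and reaction lacking GALK for full effect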
Target sequence (P51570 whole entry, looked up): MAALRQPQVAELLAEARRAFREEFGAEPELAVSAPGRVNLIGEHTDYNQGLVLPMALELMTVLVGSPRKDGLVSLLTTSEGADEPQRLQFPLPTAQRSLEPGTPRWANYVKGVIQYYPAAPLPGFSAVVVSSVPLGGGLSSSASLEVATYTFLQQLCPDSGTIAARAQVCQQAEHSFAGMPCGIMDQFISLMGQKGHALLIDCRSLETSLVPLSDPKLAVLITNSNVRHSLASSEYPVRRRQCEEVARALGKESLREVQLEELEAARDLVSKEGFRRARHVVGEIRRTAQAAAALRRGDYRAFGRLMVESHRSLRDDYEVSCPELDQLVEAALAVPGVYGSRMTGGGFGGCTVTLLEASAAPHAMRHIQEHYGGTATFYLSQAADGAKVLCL
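5 nM GALK; 35 uM ATP; 100 uM D-galactose; 20 mM HEPES pH 8.0, 5 mM MgCl2, 60 mM NaCl, 1 mM DTT, 0.01% BSA; 1 h RT; Kinase-Glo Plus luminescence.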
B2AR arrestin ag – agonists recruiting beta-arrestin to human beta2-adrenergic receptor. HTLA Tango cells, beta-arrestin recruitment, luciferase luminescence, 18 h. Potency, µM (titrated, usually from 46.1 µM), without a hit: at the highest dose activation, most hits filed as activators. 44,000 tested, under 10 active. AID 1347077;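 also: potency is read from the fitted curve at half-maximal effect; 0% = DMSO and full agonism = EC100 isoproterenol or metaproterenol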
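Ligand-induced beta-arrestin recruitment to recombinant beta2-AR is measured via a tTA-driven luciferase reporter in Tango cells after 18 hr compound exposure at 37 degrees C. Concentrations span up to 46 microM.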
p53null 32C kill – p53 null cell cytotoxicity, permissive temperature | 0.62% of 55,000 active | Potency, µM (series often up to 46.1 µM), inactives show top-dose activity change, negative = cytotoxicity, usual class: cytotoxic | AID 903 | H1299-neo p53 null cells, ATP luminescence, 24 h, 32C;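 also: potency is read from the fitted curve at half-maximal effect; 0% = DMSO only and -100% = full killing by 100 µM tamoxifen; nearly all actives have a fitted effect of over 55% in size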
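We seeded p53-null H1299-neo cells, incubated them overnight at 37C, and added compounds across a range up to 46 uM. After 24 hours at 32C, ATP reagent was applied for 20 min at room temperature and luminescence recorded.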
p53null 39C tox – selectivity test: cytotoxicity in p53 null cells, nonpermissive temperature; 0.97% of 55,000 active; AID 904; H1299 p53-null (neo) cells, 39C, ATPlite viability, 24 h; Potency, µM (top dose mostly 46.1 µM), without a hit: at the top dose activity, negative = cell killing, actives largely listed as cytotoxic;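 also: potency is read from the fitted curve at half-maximal effect; 0% = DMSO only and -100% = full killing by 100 µM tamoxifen; nearly all actives have a fitted effect of over 50% in size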
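Cells seeded at 600/well, 37C overnight. Compound added (up to 46 uM), plates shifted to 39C for 24 hr. ATPlite added, luminescence read after 20 min at room temperature.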
NTMT1 inhibitor – inhibitors of human N-terminal methyltransferase NTMT1; Q9BV86; NTMT1 MTase-Glo SAH luminescence, purified enzyme; Potency, µM (doses to about 114 µM), inactives show top-dose activity change, negative = inhibition, hits mostly inhibitors; 2.5% of 59,000 active; AID 1645870;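 also: potency is read from the fitted curve at half-maximal effect; plate controls were DMSO vehicle for no effect and no enzyme for full effect; nearly all actives have a fitted effect of over 65% in size; many of its hits are not listed in these tables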
Target sequence (Q9BV86 whole entry, looked up): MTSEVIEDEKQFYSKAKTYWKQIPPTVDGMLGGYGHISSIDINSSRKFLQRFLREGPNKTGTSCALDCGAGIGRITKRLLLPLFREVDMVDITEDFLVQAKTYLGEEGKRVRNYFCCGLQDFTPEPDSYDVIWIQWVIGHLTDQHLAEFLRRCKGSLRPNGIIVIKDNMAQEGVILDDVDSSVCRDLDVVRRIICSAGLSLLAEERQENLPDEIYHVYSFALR
FH mod – Identification of activators of human fumarate hydratase by quantitative high-throughput screening; Fumarate hydratase, mitochondrial (Homo sapiens), P07954; FH coupled MDH/diaphorase resazurin fluorescence, 15 min; Potency, µM (series often up to 79.9 µM), without a hit: top-dose activity change, negative = inhibition, most hits filed as inhibitors; 0.22% of 54,000 active; also: potency is read from the fitted curve at half-maximal effect; % is scaled to controls: 0 for no effect and ±100 for the full control effect; the screen sought activators but most active calls are inhibition curves; nearly all actives have a fitted effect of over 45% in size
PTAP-TSG101 blk – blocks PTAP binding to human TSG101, validation; 44,000 tested, under 10 active; Q99816; Potency, µM (highest dose often 115 µM), without a hit: at the top dose activity change, negative = inhibition, hits mostly inhibitors; Fluorescence polarization, FITC-PTAP peptide/Tsg101, 20 min; also: potency is read from the fitted curve at half-maximal effect; 0% is about no effect
Target sequence (Q99816 whole entry, looked up): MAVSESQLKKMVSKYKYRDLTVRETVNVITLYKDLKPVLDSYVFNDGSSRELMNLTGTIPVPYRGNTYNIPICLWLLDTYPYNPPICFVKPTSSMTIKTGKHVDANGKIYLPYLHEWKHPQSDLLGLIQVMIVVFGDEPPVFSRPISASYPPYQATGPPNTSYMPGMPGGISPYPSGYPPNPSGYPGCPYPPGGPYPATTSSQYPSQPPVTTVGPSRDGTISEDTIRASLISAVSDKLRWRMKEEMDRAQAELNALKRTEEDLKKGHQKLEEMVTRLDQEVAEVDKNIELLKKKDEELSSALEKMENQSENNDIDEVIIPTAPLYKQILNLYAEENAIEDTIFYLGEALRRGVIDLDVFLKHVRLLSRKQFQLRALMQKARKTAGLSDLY
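The Tsg101 binding domain, at 10 uM final, is mixed with compound and a FITC peptide bearing the PTAP motif (50 nM final). After 20 min at r.t., polarization is measured; actives defined by CRC class, efficacy cut-off 60% inhibition.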
Starred values were filed as active, the others as inactive; ? = inconclusive; / = not tested or not shown; [ ] = remark or other dose. Calls follow the shape of the dose curve; as a rule, active = well fitted curve in the direction sought with a large enough effect; inconclusive = small, poorly fitted or top-dose-only effect, or another doubt; inactive = no such curve, though single readings can be large; an effect the other way counts as inactive or inconclusive.

SMILES	GALK inh	B2AR arrestin ag	p53null 32C kill	p53null 39C tox	NTMT1 inhibitor	FH mod	PTAP-TSG101 blk
Cc1cccc(CCNC(=O)C2CCC(CNS(=O)(=O)c3ccccc3)CC2)c1 (centres undefined)	2%	-1%	8%	9%	-3%	-14%	2%
Cc1ccc(NC(=O)c2c(C)oc3ncn(CC(C)C)c(=O)c23)nc1	1%	0%	4%	8%	-1%	2%	-5%
Cc1ccccc1CNC(=O)c1ccc(NC(=O)c2nsc3ccccc23)cc1	2%	0%	?	?	-24%	-18%	-11%
COc1ccc(C(=O)N2CCCCC2CCN2CCOCC2)cc1 (centres undefined)	6%	-1%	-5%	-9%	18%	2%	0%
Cc1ccccc1Cn1c(CN2CCN(c3cc(Cl)ccc3C)CC2)nc2c1c(=O)[nH]c(=O)n2C	7%	-1%	1%	?	-1%	-33%	0%
COc1ccc(C)cc1NC(=O)N1CCCn2nc(C)cc21	5%	0%	-3%	-5%	-12%	0%	-3%
Cc1cc(-c2nc3ncccc3o2)ccc1NC(=O)c1ccccc1Br	0%	0%	10%	-10%	-2%	-6%	3%
COc1cc(CN(C(=O)COc2ccc(C)c(C)c2)c2ccccn2)cc(OC)c1OC	5%	-3%	2%	-6%	?	1%	1%
Cc1cc(C)cc(NC(=O)CCc2c(C)nc3c4cccnc4nn3c2C)c1	7%	1%	-1%	-4%	-12%	-6%	0%
O=C(CCS(=O)(=O)c1cc2c(cc1Cl)NC(=O)CO2)NCc1ccccc1Cl	-9%	1%	24%	?	10%	-8%	-2%
CN1C(=O)Cc2cc(S(=O)(=O)NCCc3ccc(Cl)cc3)ccc21	8%	0%	-1%	-2%	14%	-17%	9%
CCCCn1c(CNC(=O)C23CC4CC(CC(C4)C2)C3)nnc1SCC(=O)Nc1ccc(C)cc1	-5%	1%	1%	-9%	-11%	?	-3%
CSc1ncc2c(n1)-c1ccccc1N(Cc1ccc(Cl)cc1)S2(=O)=O	-1%	1%	-1%	-13%	1%	-4%	1%
CCc1ccc(NC(=O)Cn2nc3c4ccccc4n(Cc4ccccc4)cc-3c2=O)cc1	-2%	0%	-4%	-9%	-8%	0%	3%
Cc1cccc(NC(=O)CCc2c(C)nc3c(c(C)nn3C(C)(C)C)c2C)c1C	-1%	-3%	-12%	-10%	-2%	4%	1%
O=c1n(Cc2cccc(F)c2)c2ccccc2c2nc(-c3ccccc3)nn12	-2%	0%	9%	-11%	10%	-12%	0%
Cc1ccc(-n2nc3cc(C)c(NC(=O)c4ccc(-c5ccccc5)o4)cc3n2)cc1	2%	-1%	-1%	22%	-4%	6%	3%
CCc1ccc(-n2nc(CO)c(C(=O)NCc3ccccc3Cl)n2)cc1	0%	-1%	-2%	-22%	-1%	-16%	2%
Cc1nc(-c2ccc(Cl)cc2)sc1CCNC(=O)c1ccco1	0%	0%	-7%	-18%	-4%	-24%	1%
CCC(CC)C(=O)Nc1nnc2n1CCS2	4%	0%	-9%	-14%	10%	-10%	-1%

Quoted at random: 3 entries already listed.
SMILES	GALK inh	B2AR arrestin ag	p53null 32C kill	p53null 39C tox	NTMT1 inhibitor	FH mod	PTAP-TSG101 blk
O=C(CCS(=O)(=O)c1cc2c(cc1Cl)NC(=O)CO2)NCc1ccccc1Cl	-9%	1%	24%	?	10%	-8%	-2%
CCc1ccc(NC(=O)Cn2nc3c4ccccc4n(Cc4ccccc4)cc-3c2=O)cc1	-2%	0%	-4%	-9%	-8%	0%	3%
CCC(CC)C(=O)Nc1nnc2n1CCS2	4%	0%	-9%	-14%	10%	-10%	-1%

(continued)
SMILES	GALK inh	B2AR arrestin ag	p53null 32C kill	p53null 39C tox	NTMT1 inhibitor	FH mod	PTAP-TSG101 blk
Cc1cc(C)cc(NC(=O)CCS(=O)(=O)c2ccc3nc(C)sc3c2)c1	?	0%	6%	-7%	10%	2%	-15%
O=C(CN1CCCN(Cc2cccc(Cl)c2)S1(=O)=O)Nc1ccc2c(c1)OCCO2	0%	-1%	-1%	-9%	3%	-17%	-5%
Cc1ccc(C)c(NC(=O)Cn2c(=O)n(Cc3ccccc3)c(=O)c3oc4ccccc4c32)c1	0%	3%	2%	-16%	9%	2%	-6%
Cc1ccc(C)c(N2CCN(c3nc4c(S(=O)(=O)c5ccccc5)nnn4c4ccc(Cl)cc34)CC2)c1	-1%	1%	-6%	24%	11%	4%	-3%
Cc1ccc(S(=O)(=O)c2nnn3c2nc(N2CCN(c4cccc(C)c4C)CC2)c2ccccc23)cc1C	3%	-1%	-2%	-9%	9%	-10%	1%
CC(C)NS(=O)(=O)c1ccc(OCC(=O)N2CCN(c3cccc(Cl)c3)CC2)cc1	2%	1%	19%	-3%	4%	-8%	0%
COc1ccc(-c2ccc(NS(=O)(=O)c3ccc(NC(C)=O)cc3)cc2)nn1	?	2%	-7%	1%	10%	4%	6%
Cc1ccc(C)c(CN2C(=O)c3ccccc3S(=O)c3ccc(C(=O)N(C)Cc4ccccc4)cc32)c1 (centres undefined)	8%	0%	-3%	14%	2%	-23%	-4%
COc1ccc(OC)c(CCNC(=O)c2cc3cccc4c3n2CC(C)S4)c1 (centres undefined)	4%	0%	5%	-10%	3%	-12%	-1%
CCCCCCc1cc2cc(-c3cn4c(n3)sc3cc(OC)ccc34)c(=O)oc2cc1O	6%	-2%	-19%	-15%	-1%	-15%	3%
CC(=O)Nc1ccc(Nc2nc3ccc(Cl)cc3n3cnnc23)cc1	6%	-3%	-1%	?	11%	6%	3%
Cc1ccc(-c2nn(C)c(=O)c3ccccc23)cc1S(=O)(=O)NCCCN(C)C	5%	0%	1%	-10%	-2%	0%	-13%
Cc1ccc(N2CCN(C(=O)c3cc4cc5ccc(C)cc5nc4s3)CC2C)cc1 (centres undefined)	4%	0%	5%	-7%	4%	-15%	-5%
COc1ccccc1C(=O)Nc1onc2c1CCCC2	-2%	-1%	-26%	-18%	?	-1%	0%
CC(=O)c1ccc(NC(=O)C(Cc2ccccc2)NS(=O)(=O)c2ccc3c(c2)CCC(=O)N3)cc1 (centres undefined)	1%	0%	2%	-3%	-8%	-17%	0%
CCc1ccccc1N1C(=O)N(C)c2ccccc2S1(=O)=O	1%	-3%	?	4%	0%	-1%	1%
Cc1cc(NC(=O)Nc2nnc(N(C)Cc3ccccc3)s2)ccc1Br	-11%	-2%	20%	21%	16%	0%	-8%
CCOC(=O)CCCCN(Cc1ccccc1F)S(=O)(=O)c1ccc(F)c(C(=O)Nc2cc(Cl)cc(Cl)c2)c1	0%	0%	-12%	8%	-7%	-10%	-4%
COc1ccccc1CNC(=O)C1CCCN(S(=O)(=O)c2ccc3c(c2)oc(=O)n3C)C1 (centres undefined)	6%	1%	-12%	-13%	6%	-19%	0%
CCN(CC)CCCNC(=O)c1cn(CC)c2ccc(S(=O)(=O)N3CCC(C)CC3)cc2c1=O	10%	-1%	-3%	8%	-29%	-5%	-5%
Cc1ccc(CNC(=O)c2oc3ccc(S(=O)(=O)N4CCCC(C)C4)cc3c2C)cc1 (centres undefined)	1%	0%	4%	15%	29%	-16%	0%
Cc1ccc2c(c1)N(C(=O)N1CCC(C(=O)NC3CCCCCC3)CC1)CC(C)O2 (centres undefined)	-10%	-1%	4%	-5%	-3%	-4%	-2%
CCC(Oc1ccc(F)cc1)C(=O)Nc1c(C(=O)c2ccc(C)cc2)oc2ccccc12 (centres undefined)	6%	1%	-3%	-13%	16%	-5%	0%
COC(=O)c1ccc(NC(=O)N2CCN(Cc3cc(=O)n4nc(-c5ccc(C)cc5)sc4n3)CC2)cc1	-8%	-1%	-6%	-12%	0%	11%	4%
COc1cccc(OCc2nc3ccccc3n2CCOc2cccc(C)c2)c1	-3%	-1%	21%	51%[activator]	3%	?	1%
CCc1ccc(C(=O)CSc2nc(-c3ccccc3)nc3c2CCCC3)cc1	2%	-2%	-14%	19%	1%	-8%	0%
CCCOc1ccc(C(=O)N(Cc2ccccc2Cl)C2CCS(=O)(=O)C2)cc1 (centres undefined)	7%	-2%	-2%	-20%	2%	?	-2%
COCCCN1CCc2nc(SCC(=O)Nc3ccc(C)c(Cl)c3)[nH]c(=O)c2C1	-1%	-1%	-5%	-7%	6%	-5%	-5%
Cc1ccc(-n2c(SCC(=O)NCc3ccccc3)nc3c([nH]c4ccccc43)c2=O)cc1	1%	-2%	3%	-13%	11%	13%	-2%
Cc1ccc(-n2ncc(C(=O)N3CCN(C(=O)c4ccco4)CC3)c2C2CCN(C(=O)OC(C)(C)C)CC2)cc1	2%	-1%	-2%	4%	5%	23%	0%
Cc1ccc(S(=O)Cc2nc(-c3ccc(C(=O)NCc4cccc(C)c4)cc3)oc2C)cc1 (centres undefined)	-1%	2%	11%	8%	?	-26%	0%
Cc1cccc(NC(=O)Cn2cc(C(=O)c3ccco3)c3ccccc32)c1	1%	-1%	13%	-10%	3%	-48%	3%
COc1cccc(-c2nnc(SCC(=O)N3CCCCC3)o2)c1	4%	-2%	-11%	-1%	2%	-16%	3%
COc1ccc(N2CCN(c3ncnc4c3nnn4C)CC2)cc1	-8%	-3%	-11%	24%	-18%	5%	1%
CC(C)(C)C1CCc2nc(NC(=O)c3ccc([N+](=O)[O-])cc3)sc2C1 (centres undefined)	-14%	-3%	-7%	-7%	13%	-7%	-8%
CCOc1ccc(Cn2c(=O)oc3ccccc32)cc1	-15%	-1%	8%	2%	-4%	2%	-9%
O=S(=O)(NCc1ccc(Cl)cc1)c1ccc(-c2cnc(C3CC3)o2)cc1	1%	1%	-1%	-13%	8%	6%	-4%
Cc1ccc(C)c(N2CCN(C(c3ccccc3)c3nnc(-c4ccccc4)o3)CC2)c1 (centres undefined)	3%	1%	10%	-8%	/	/	0%
COc1ccccc1-c1noc(-c2ccc(NCc3ccco3)c([N+](=O)[O-])c2)n1	-11%	-3%	-16%	-4%	-3%	-7%	0%
Cc1cccc(-c2nc(CCNC(=O)Cc3ccccc3)cs2)c1	1%	0%	-3%	16%	?	-7%	-6%
CCc1ccccc1NC(=O)CN(c1ccccc1)S(=O)(=O)c1ccsc1C(=O)OC	1%	-1%	-2%	-5%	13%	-8%	-7%
Cn1cc(S(=O)(=O)N2CCCCCC2)cc1C(=O)Nc1ccccc1F	-1%	-1%	5%	?	6%	-3%	-10%
COc1ccc(C2N=C(N)Nc3nc4ccccc4n32)cc1 (centres undefined)	1%	0%	-6%	29%	-7%	1%	-6%

Compound profiles, from the list above. Screens in order: GALK inh, B2AR arrestin ag, p53null 32C kill, p53null 39C tox, NTMT1 inhibitor, FH mod, PTAP-TSG101 blk
CSc1ncc2c(n1)-c1ccccc1N(Cc1ccc(Cl)cc1)S2(=O)=O reads -1%, 1%, -1%, -13%, 1%, -4%, 1%
COc1ccc(C(=O)N2CCCCC2CCN2CCOCC2)cc1 (centres undefined) reads 6%, -1%, -5%, -9%, 18%, 2%, 0%

Compound activity deposited in PubChem BioAssay by National Center for Advancing Translational Sciences (NCATS).

Only part of the results is shown; count on the stated rates, not on these rows.
